H9c2 TAG inh = reduces triacylglycerol accumulation in H9c2 cells; Nile Red lipid (TAG) fluorescence; cells loaded with 200 µM oleic acid; inhibition, % at 12.5 µM; actives 0.66% (n = 230,000); AID 651582;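 active = pattern-corrected inhibition of lipid staining of at least 50% with the nuclear-stain viability signal not falling by more than 50%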;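 note: 0% = DMSO wells and 100% = triacsin C control wells; some results filed as inactive read as strong as hits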
H9c2 TAG inh DAPI viability = further read-out of H9c2 TAG inh, marked with its call; DAPI nuclei signal change (viability), lower = more cytotoxic, %;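 whole-well DAPI fluorescence read on a plate reader as a viability signal; minus 50 percent equals half of cells still viable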
* = called active by the depositor. Some of the compounds tested; rates above refer to the full screens.

Values run as follows: H9c2 TAG inh, H9c2 TAG inh DAPI viability
1	O=C(CN1C(=O)NC2(CCCCCC2)C1=O)Nc1ccc(Cl)c([N+](=O)[O-])c1
→ -4, 2
2	CCN1CCN(S(=O)(=O)c2ccc(Cl)c(C(=O)NC3CC3)c2)CC1
→ -16, 0
3	CCOC(=O)c1cc(C(C)C)sc1NC(=O)COC(=O)c1nccnc1N
→ 6, 6
4	COc1ccc(CSc2n[nH]c(=O)[nH]c2=O)cc1
→ -5, 4
5	O=C(NCc1ccccn1)C1CCN(C(=O)c2cc3sccc3n2Cc2ccc(F)cc2)CC1
→ -67, 5
6	Cc1onc(-c2ccccc2Cl)c1C(=O)Nc1ccc(S(=O)(=O)N2CCCC2)cc1
→ 9, -12
7	C#CCOCCOCCOCCNc1nc(N2CCN(C(=O)[C@H](CCCCN)n3cc(CN)nn3)CC2)nc(N2CCN(C(=O)[C@H](CCC(=O)O)n3cc([C@@H](N)CCSC)nn3)CC2)n1
→ -1, 7
8	Cc1cc(OCCN2CCOCC2)ccc1Cl
→ 4, -9
9	CCCNC(=O)NC(=O)CSc1nc(C)cs1
→ 6, 4
10	Cc1ccc(S(=O)(=O)N(C)C)cc1NC(=O)c1c(-c2c(F)cccc2Cl)noc1C
→ 8, 0
11	O=[N+]([O-])c1cc(Cl)ccc1Oc1ccc(-c2nnco2)cc1
→ -10, 6
12	O=C(Nc1ccc(Cl)c(Cl)c1)Nc1nccs1
→ 48, -20
13	CCOC(=O)N1CCC(N2CCCC(C(=O)c3cc(C)c(OC)c(C)c3)C2)CC1 (configuration not stated)
→ 4, -5
14	Cc1ccc(NC(=O)C(C)N2CCCC2)cc1Cl (configuration not stated)
→ -7, -3
15	COc1ccc(Nc2nc3nonc3nc2N2CCCCC2)cc1
→ -9, 9
16	O=C(c1cc[n+]([O-])cc1)N1CCCC(N2CCN(c3cccc(C(F)(F)F)c3)CC2)C1 (configuration not stated)
→ 9, 7
17	COc1ccc2[nH]c3ccc(OC)cc3c2c1
→ -9, 11
18	CN(C)S(=O)(=O)c1cccc(C(=O)OCC(=O)N2CCCC2=O)c1
→ -7, -5
19	N#CC(=C1NC(=O)c2ccccc21)c1nc2ccccc2n1CCO
→ 16, -11
20	COc1ccc(CCC(=O)OCC(=O)Nc2c(C)n(C)n(-c3ccccc3)c2=O)cc1
→ -15, -3

Reformatted in transposed form: entries from further up
#11 O=[N+]([O-])c1cc(Cl)ccc1Oc1ccc(-c2nnco2)cc1
#14 Cc1ccc(NC(=O)C(C)N2CCCC2)cc1Cl (configuration not stated)
#20 COc1ccc(CCC(=O)OCC(=O)Nc2c(C)n(C)n(-c3ccccc3)c2=O)cc1

assay / compound	11	14	20
H9c2 TAG inh	-10	-7	-15
H9c2 TAG inh DAPI viability	6	-3	-3

The listing continues:
Values run as follows: H9c2 TAG inh, H9c2 TAG inh DAPI viability
21	CCOC(=O)COc1cccc2c(=O)n(CC(=O)N3CCCc4ccccc43)ccc12
→ -8, 10
22	Cc1onc(-c2ccccc2)c1C(=O)N/N=C/c1cccc(O)c1
→ -10, 4
23	CC(=O)c1ccc(OCc2cc(C(=O)N3CCCCC3c3cccnc3)no2)cc1 (configuration not stated)
→ -7, -7
24	COc1ccc(C(CNC(=O)Cc2c(F)cccc2Cl)N2CCCCC2)cc1 (configuration not stated)
→ 3, 3
25	O=C(NCc1ccc(Cl)nc1)c1csc([C@@H]2O[C@H](CO)[C@H](O)[C@H](O)[C@H]2O)n1
→ 1, -7
26	COc1ccc(C(=O)NNC(=S)NC(=O)C(C)(C)C)cc1
→ -13, -6
27	O=c1[nH]c2ccsc2c(=O)n1-c1ccc(F)cc1
→ -14, -8
28	Cc1csc(NC(=O)Cc2c(F)cccc2Cl)n1
→ -18, 6
29	O=C1c2ccccc2C(Nc2ccc(S(=O)(=O)N3CCOCC3)cc2)N1Cc1ccco1 (configuration not stated)
→ -24, -8
30	COc1cc(C)ccc1OCC(=O)OCC(=O)c1cc(C)n(CC2CCCO2)c1C (configuration not stated)
→ 16, 3

Compounds shown so far that have fluorine, in the order listed:
Values run as follows: H9c2 TAG inh, H9c2 TAG inh DAPI viability
5	O=C(NCc1ccccn1)C1CCN(C(=O)c2cc3sccc3n2Cc2ccc(F)cc2)CC1
→ -67, 5
10	Cc1ccc(S(=O)(=O)N(C)C)cc1NC(=O)c1c(-c2c(F)cccc2Cl)noc1C
→ 8, 0
16	O=C(c1cc[n+]([O-])cc1)N1CCCC(N2CCN(c3cccc(C(F)(F)F)c3)CC2)C1 (configuration not stated)
→ 9, 7
24	COc1ccc(C(CNC(=O)Cc2c(F)cccc2Cl)N2CCCCC2)cc1 (configuration not stated)
→ 3, 3
27	O=c1[nH]c2ccsc2c(=O)n1-c1ccc(F)cc1
→ -14, -8
28	Cc1csc(NC(=O)Cc2c(F)cccc2Cl)n1
→ -18, 6

Additional compounds.
Values run as follows: H9c2 TAG inh, H9c2 TAG inh DAPI viability
31	CC(=O)Nc1ccc(-c2ccnc3c2CC(C(=O)NC(C)C)O3)cc1 (configuration not stated)
→ -2, -2
32	CN1CCN(NC(=O)c2cccc(F)c2)CC1
→ -8, -9
33	Cn1c(=O)c2nc3ccccc3nc2n(C)c1=O
→ 2, -16
34	c1cnc(SCCOc2ccc3c(c2)CCC3)nc1
→ 2, -14
35	COc1cc(/C=N/NC(=O)c2sc(N)c(C#N)c2C)cc(Br)c1O
→ -6, 3
36	Cc1cc(C)cc(OCC(=O)O/N=C(\N)c2cccnc2)c1
→ -1, 0
37	Cc1cc(SCC(=O)OCC(=O)NCC2CCCO2)c(C)cc1Br (configuration not stated)
→ -14, -1
38	O=[N+]([O-])c1ccc(N/N=C2\CC3CC=CC23)c([N+](=O)[O-])c1 (configuration not stated)
→ -5, -10
39	CCOC(=O)[C@H]1[C@H]2COc3ccc(Br)cc3[C@@H]2N2C(=O)N(c3ccccc3)C(=O)[C@@]12C
→ 13, -2
40	O=C(CCN1CCOCC1)c1ccc(Br)cc1
→ -4, -7
41	C/C(=N\NC(N)=O)c1ccccc1Cl
→ 10, 2
42	O=C(c1ccccc1)c1ccc(N2CCCC2)cc1
→ 4, 5
43	O=C(Nc1ccccc1Cl)c1ccc2c(=O)n3c(nc2c1)CCC3
→ 4, -10
44	OCCC1CN(Cc2cnc(-c3cccc4ccccc34)nc2)CCN1C1CCCCC1 (configuration not stated)
→ 8, 14
45	Cc1nc(NC(=O)CN2CCCCC2)sc1C(=O)N(C)C
→ -1, -9
46	COc1cc2[nH]c(=O)n(Cc3ccc(C(=O)NCC4CCCO4)cc3)c(=O)c2cc1OC (configuration not stated)
→ 7, -11
47	CCOC(=O)C1(C)CCN1C(=O)c1ccc(OC)c(C(F)(F)F)c1 (configuration not stated)
→ -8, -2
48	C=CCN1C(=O)S/C(=C\c2ccc(N3CCOCC3)cc2C)C1=O
→ 4, -12
49	CCOC(=O)c1cc(C#N)c(Oc2ccccc2)nc1-c1ccccc1
→ -10, 0
50	CCN(CC(=O)NC1CCS(=O)(=O)C1)S(=O)(=O)c1cc(Br)ccc1Br (configuration not stated)
→ -2, 1

Laid out differently: 5 of the compounds above.
(8) Cc1cc(OCCN2CCOCC2)ccc1Cl
(31) CC(=O)Nc1ccc(-c2ccnc3c2CC(C(=O)NC(C)C)O3)cc1 (configuration not stated)
(37) Cc1cc(SCC(=O)OCC(=O)NCC2CCCO2)c(C)cc1Br (configuration not stated)
(6) Cc1onc(-c2ccccc2Cl)c1C(=O)Nc1ccc(S(=O)(=O)N2CCCC2)cc1
(29) O=C1c2ccccc2C(Nc2ccc(S(=O)(=O)N3CCOCC3)cc2)N1Cc1ccco1 (configuration not stated)
assay / entry	8	31	37	6	29
H9c2 TAG inh	4	-2	-14	9	-24
H9c2 TAG inh DAPI viability	-9	-2	-1	-12	-8

More compounds
Values run as follows: H9c2 TAG inh, H9c2 TAG inh DAPI viability
51	O=C(c1ccccc1F)N1CCN(c2ncccn2)CC1
→ -2, -11
52	COc1cccc(C(=O)COC(=O)c2ccc(NC(=O)c3ccccc3)cc2)c1
→ -1, 11
53	CCCCCn1c(=O)[nH]c2cc(C(=O)N3CCN(CC)CC3)ccc2c1=O
→ -9, 12
54	CCOCC(=O)N1CCN(Cc2ccc3c(c2)OCO3)CC1
→ 6, -6
55	COC(=O)CCCN1C(=O)c2cccc3cccc(c23)C1=O
→ -4, -1
56	COc1cc2[nH]c(=O)n(Cc3ccc(C(=O)NCCCN4CCC(C)CC4)cc3)c(=O)c2cc1OC
→ 6, 0
57	COc1ccc(-c2nnc(-c3ccc4ccccc4c3)o2)cc1
→ 4, 1
58	Cn1c(SCC(=O)c2ccc(-c3ccccc3)cc2)nnc1-c1ccco1
→ 24, -12
59	CCCSc1n[nH]c(NC(C)=O)n1
→ 0, 2
60	COc1ccccc1NS(=O)(=O)c1cc(C(=O)N2CCCCCC2)ccc1C
→ -4, 5
61	O=C(CCN1CCN(c2ccc(Cl)cc2)CC1)Nc1nccs1
→ -3, 13
62	CCOCCCNC(=O)C(NC(=O)c1ccccc1O)c1ccc(Cl)cc1 (configuration not stated)
→ -7, 3
63	C[C@H]1CN([C@@H](C)CO)C(=O)c2cccc(NC(=O)C3CC3)c2O[C@H]1CN(C)S(=O)(=O)c1ccccc1
→ 8, -7
64	CCOc1ccc(NC(=O)c2c(NC(=O)CN3CCN(C)CC3)sc3c2CCC3)cc1
→ 26, -12
65	COc1ccc(-c2cn(CCO)c(CCN)n2)cc1
→ -4, -4
66	CCN(C(=O)COC(=O)c1nccnc1N)c1cccc2ccccc12
→ -14, 4
67	O=C(NCCNCCO)c1c(O)c2cccc3c2n(c1=O)CCC3
→ 9, -8
68	O=C(COC(=O)CN1C(=O)c2ccccc2C1=O)Nc1cccc(F)c1
→ -1, 3
69	OC(CNCc1ccccc1F)(c1ccc(F)cc1)c1ccc(F)cc1
→ -15, 6
70	Oc1ccc(-c2nc3ccccc3s2)cc1
→ 1, 6
71	O=C(Nc1ncn[nH]1)c1c(Cl)ccc(Cl)c1Cl
→ -23, 13
72	O=S(=O)(Nc1ccc(Br)cn1)c1cccs1
→ 6, 0
73	Cc1ccc(-c2cc([C@H]3[C@@H]4C=CCC[C@@]4(C)C(=O)N3Cc3ccccc3)ccc2F)cc1
→ -18, 4
74	C=C1[C@@H](CCO)N(S(=O)(=O)C(C)(C)C)C[C@@H]1C
→ 8, 0
75	CCOc1ccc(NC(=S)N2CCC(C(=O)c3ccc(OC)cc3)CC2)cc1
→ -5, 10
76	Nc1ncnc2c1nc(SCCO)n2Cc1ccccc1
→ -2, -10
77	Cc1ccc(-c2csc3ncn(CC(=O)O)c(=O)c23)cc1C
→ 6, 7
78	COc1ccc(C(=O)NC(=S)N(CCC(C)C)c2c(N)n(Cc3ccccc3)c(=O)[nH]c2=O)cc1
→ -6, -3
79	CC1(C)C(=O)OC(/C=C/c2cccc([N+](=O)[O-])c2)C(C)(C)C1=O (configuration not stated)
→ -5, -2
80	Cc1ccc2nc(SCC(=O)N3CCN(c4ccccc4)CC3)[nH]c2c1
→ 4, -5

Entries listed so far with a cyano group, in the order listed:
Values run as follows: H9c2 TAG inh, H9c2 TAG inh DAPI viability
19	N#CC(=C1NC(=O)c2ccccc21)c1nc2ccccc2n1CCO
→ 16, -11
35	COc1cc(/C=N/NC(=O)c2sc(N)c(C#N)c2C)cc(Br)c1O
→ -6, 3
49	CCOC(=O)c1cc(C#N)c(Oc2ccccc2)nc1-c1ccccc1
→ -10, 0

The list goes on:
Values run as follows: H9c2 TAG inh, H9c2 TAG inh DAPI viability
81	COc1cc(CN2CCNC(=O)C2CC(=O)NCCc2ncccc2C)cc(OC)c1 (configuration not stated)
→ -8, 5
82	CN(CC(=O)Nc1cccc(F)c1)C(=O)c1cc(S(=O)(=O)N2CCCCC2)ccc1N1CCOCC1
→ 11, -6
83	Cc1ccc(C(=O)NCC(=O)OC(C)C(=O)Nc2ccccc2[N+](=O)[O-])s1 (configuration not stated)
→ -13, -6
84	O=C(CCn1c(=O)sc2ccccc21)Nc1nc2ccccc2s1
→ -6, -1
85	O=C(NC(c1ccccc1)c1ccccc1)C1CCCO1 (configuration not stated)
→ -4, -1
86	COc1ccc(OC)c(NC(=O)NNS(=O)(=O)c2ccc(C)cc2C)c1
→ -14, 1
87	Cc1cc(C(=O)COc2ccc(Br)cc2F)c(C)n1C1CC1
→ -41, 6
88	COc1cc(O)c(C(CC(=O)N2CCCC2)c2ccc(N(C)C)cc2)c(OC)c1 (configuration not stated)
→ -9, 1
89	CCC(=O)Oc1c(S(=O)(=O)c2ccc(C)cc2)c(C)nn1C(C)(C)C
→ 4, -5
90	CC(=O)CC(=O)NC1C2CC3CC(C2)CC1C3 (configuration not stated)
→ 19, 4
91	COc1ccc(CNC(=O)C(Cc2ccccc2)n2cccc2)cc1 (configuration not stated)
→ -7, -2
92	O=C(NNC(=O)c1ccccn1)c1cccc([N+](=O)[O-])c1
→ -4, 3
93	COC(=O)c1c(NC(=O)Nc2ccc(Cl)cc2)sc(C)c1C
→ 5, 7
94	COC(=O)[C@H]1C[C@H](O)CN1S(=O)(=O)c1ccc(Br)cc1F
→ -15, 0
95	COc1ccccc1CNS(=O)(=O)c1c(C)noc1C
→ -5, 5
96	CCCCCCSc1cc(-c2nc3ccc(Cl)cn3c2NCCCC)ccc1OC
→ 29, 62

High-throughput results as filed in PubChem BioAssay.
